NadD block – blocks S. aureus nicotinate mononucleotide adenylyltransferase. purified NadD enzyme, colorimetric absorbance read-out. inhibition, % at 20 µM. hit rate 0.78% among 360,000; in the data active means inhibition above about 26%; further: some compounds past the cut are filed as inactive
LMPTP block – LMPTP (human) inhibition. P24666. recombinant LMPTP-A, OMFP fluorogenic substrate, fluorescence intensity. inhibition, % at 20 µM. hit rate 0.22% among 360,000;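 active means compounds that cut the enzyme signal by at least half of the control window in the single-dose screen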;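 further: plate controls were DMSO wells with enzyme plus substrate for no effect and substrate without enzyme for full effect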
Target sequence (P24666 whole entry, looked up): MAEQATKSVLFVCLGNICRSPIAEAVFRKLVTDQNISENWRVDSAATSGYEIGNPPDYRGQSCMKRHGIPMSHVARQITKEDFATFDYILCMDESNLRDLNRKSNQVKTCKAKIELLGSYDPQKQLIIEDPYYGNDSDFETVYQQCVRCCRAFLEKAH
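Test system – LMPTP-A phosphatase enzyme · Quantity – 0.625 nM LMPTP-A final · Reagent – OMFP substrate, 400 µM final · Dosing – one test concentration per compound, 20 µM, with 3% DMSO overall · Timing – 50 min enzyme reaction at room temperature, protected from light · Detection – fluorescence intensity · Controls – substrate-only low control, DMSO enzyme-plus-substrate high control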
Rpn11 block – inhibitors of human proteasome Rpn11 | O00487 | human 26S proteasome, Ub4-pepOG fluorescence polarization; 20S core pre-blocked with epoxomicin | calls only at 20 µM | hit rate 0.59% among 360,000 | AID 588493;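 active means inhibition at 20 µM, scaled to each plate's controls, above about 33%, limit read from the data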
STEP inh – STEP (human) phosphatase inhibition | inhibition, % at 20 µM | AID 588621 | recombinant STEP, OMFP fluorogenic substrate, fluorescence | hit rate 0.25% among 360,000;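 active means inhibition at 20 µM, scaled per plate between control wells, above about 37%, limit read from the data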;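 further: 0% = DMSO with enzyme and substrate and 100% = substrate only without enzyme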
Target sequence (P54829 whole entry, looked up): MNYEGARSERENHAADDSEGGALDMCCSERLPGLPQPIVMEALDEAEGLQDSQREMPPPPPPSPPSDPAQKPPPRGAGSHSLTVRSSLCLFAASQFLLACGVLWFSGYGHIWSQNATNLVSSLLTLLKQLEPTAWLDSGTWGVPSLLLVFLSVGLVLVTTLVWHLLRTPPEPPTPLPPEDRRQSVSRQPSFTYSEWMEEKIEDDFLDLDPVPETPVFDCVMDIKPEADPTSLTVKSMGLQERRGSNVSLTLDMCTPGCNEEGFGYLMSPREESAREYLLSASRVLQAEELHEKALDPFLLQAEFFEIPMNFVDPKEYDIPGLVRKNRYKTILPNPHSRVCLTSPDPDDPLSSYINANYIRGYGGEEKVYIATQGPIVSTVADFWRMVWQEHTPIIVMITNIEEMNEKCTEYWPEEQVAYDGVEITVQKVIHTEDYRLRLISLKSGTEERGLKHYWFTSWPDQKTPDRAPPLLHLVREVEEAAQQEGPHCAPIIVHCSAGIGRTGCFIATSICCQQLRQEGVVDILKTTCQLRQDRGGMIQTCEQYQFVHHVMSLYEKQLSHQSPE
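Assay system: isolated STEP enzyme / Timing: 20 min at room temperature, dark / Doses: 20 µM, 1% DMSO / Technique: fluorescence intensity, excitation 480 nm, emission 540 nm / Reagent: fluorogenic phosphatase substrate OMFP at 25 µM final / Measure: percent inhibition scaled to no-enzyme and uninhibited-enzyme controls, plate-pattern corrected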
CSN deneddyl inh – inhibitors of human CSN-mediated cullin deneddylation; Purified CSN, SCF-Nedd8-OG deneddylation, fluorescence polarization; inhibition, % at 12.5 µM; AID 651999; hit rate 0.38% among 360,000; Q92905;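 active means pattern-corrected inhibition above about 35%, with an unprinted fluorescence ratio check between 0.5 and 1.5, limit read from the data, passing the limit was not always enough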;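 further: 0% = enzyme with substrate and 100% = substrate without enzyme; some results filed as inactive read as strong as hits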
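Detection – fluorescence polarization · System – HEK293T-derived human Csn5 enzyme · Controls – substrate-only high control, full reaction low control · Timing – 90 min, room temperature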
SUMO1-SIM PPI – SUMO1-SIM interaction modulation; P63165; SUMO1 binding to a labelled peptide, TR-FRET, 1 h; inhibition, % at 20 µM; hit rate 0.33% among 360,000; AID 602429; in the data active means inhibition above about 37%
Target sequence (P63165 whole entry, looked up): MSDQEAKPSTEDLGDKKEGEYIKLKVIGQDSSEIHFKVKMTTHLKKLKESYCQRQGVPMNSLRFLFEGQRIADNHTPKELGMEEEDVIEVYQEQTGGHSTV
Scp1 inh – blocks human Scp-1 phosphatase activity; Q9GZU7; Recombinant Scp1, phosphopeptide, malachite green phosphate absorbance; inhibition, % at 20 µM; hit rate 0.88% among 340,000; AID 493091;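 active means inhibition above about 50% at 20 µM, limit read from the data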;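 further: plate controls were DMSO wells with enzyme for no effect and wells lacking enzyme for full effect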
Target sequence (Q9GZU7 76-261 limits assumed): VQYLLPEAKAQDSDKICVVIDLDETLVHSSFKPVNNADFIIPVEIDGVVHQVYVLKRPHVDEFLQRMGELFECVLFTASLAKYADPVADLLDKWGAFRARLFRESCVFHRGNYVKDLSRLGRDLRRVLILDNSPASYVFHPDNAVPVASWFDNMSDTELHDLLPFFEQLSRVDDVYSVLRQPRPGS
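assay system = SCP-1 phosphatase catalytic domain, residues 76-261 | buffer or medium = 50 mM Tris acetate pH 5.5, 0.005% Tween-20, 10 mM MgCl2 | incubation = enzyme reaction 45 min at room temperature, colour 5 min, stabilisation 30 min | signal = Phosphate-binding colour reagent, absorbance read at 630 nm | measure = % inhibition at 20 µM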
Neddyl block – inhibitors of human cullin neddylation; P61081+Q13564; TR-FRET cullin neddylation, biochemical; calls only at 25 µM; hit rate 0.58% among 360,000; AID 651699; in the data active means inhibition above about 36%
DNMT1 inh – inhibitors of human DNMT1; DNMT1 molecular beacon, Hinp1I cleavage, fluorescence; hit rate 0.83% among 360,000; inhibition (reported as % activation of signal), % at 10 µM; AID 588458; P26358; in the data active means inhibition above about 50%
Rin1-Abl PPI inh – inhibitors of human Rin1-Abl protein interaction; P00519+Q13671; TR-FRET Rin1/Abl binding, biochemical; inhibition, % at 7.35 µM; hit rate 0.4% among 360,000; AID 588664; in the data active means inhibition above about 5%, passing the limit was not always enough
The depositor's hits bear a star; i = inactive; . = not tested or not shown.

NadD block,LMPTP block,Rpn11 block,STEP inh,CSN deneddyl inh,SUMO1-SIM PPI,Scp1 inh,Neddyl block,DNMT1 inh,Rin1-Abl PPI inh,Structure
-2.7,1.7,i,-0.5,1.0,6.6,-5.6,i,2.6,1.1,O=C(Nc1nccs1)c1cc2cc(Cl)ccc2oc1=O
-7.5,-2.9,i,-13.6,3.1,-1.9,-13.8,i,1.8,0.0,CC(=O)c1ccc(NS(=O)(=O)c2ccc3ccccc3c2)cc1
2.5,0.1,i,-0.6,1.5,4.0,-5.7,i,1.4,-1.9,CCC(=O)N1CCc2cc(S(=O)(=O)CCC(=O)N(C)c3ccc(OC)cc3)ccc21
-1.4,-1.1,i,-9.9,-1.6,6.5,-6.0,i,5.5,0.8,O=c1oc(-c2cccs2)nc2ccccc12
-10.8,0.5,i,-3.4,1.4,2.4,-7.1,i,1.3,0.6,Cc1nc(C)c(C(=O)N(c2ccc(F)cc2)C(C(=O)NCC2CCCO2)c2ccccc2)s1 (stereo not drawn)
-32.0,-2.0,i,1.1,1.4,0.9,-11.8,i,1.8,0.3,O=C(c1ccc(NC(=S)Nc2ccc(F)cc2F)cc1)N1CCOCC1
7.2,1.5,i,0.2,-5.8,1.5,0.9,i,-1.9,-3.1,O=C(NCCc1ccc(Cl)cc1)C1COc2ccccc2O1 (stereo not drawn)
-0.2,1.9,i,2.5,3.5,-0.2,0.5,i,3.1,-0.3,COc1cccc(NC(=O)CN(C)C(C)C(=O)N2CCCCC2)c1 (stereo not drawn)
-9.0,-2.8,i,-2.4,-1.1,-4.1,-4.9,i,0.7,-1.3,C#CCOCCOCCOCCNc1nc(N2CCOCC2)nc(N2CCN(C(=O)[C@H]([C@@H](C)CC)n3cc([C@@H](N)CC(C)C)nn3)CC2)n1
-7.4,-2.9,i,-4.1,-4.7,-1.2,-5.7,i,-0.1,-4.5,Cc1ccc(S(=O)(=O)/N=C(/c2ccccc2)N(C)c2ccc(O)cc2)cc1
2.0,-1.0,i,-2.7,-1.3,-1.6,.,i,0.4,-1.9,C[C@@H]1CCCCO[C@H](CN(C)C(=O)Cc2ccccc2)[C@@H](C)CN([C@H](C)CO)C(=O)c2cc(N(C)C)ccc2O1
0.2,-2.0,i,-0.7,6.1,0.5,-3.7,i,1.5,0.9,Cc1[nH]cc(Br)c(=O)c1Oc1ncc(C(F)(F)F)cc1Cl
-1.6,-0.9,i,-0.9,2.8,1.1,-4.0,i,0.9,1.1,S=C(NC1CCCC1)NC1CCCC1
-5.2,-0.1,i,-1.7,0.7,5.8,-2.8,i,4.6,-1.1,Cc1ccc(CC(=O)Nc2ccc(Cl)cn2)cc1
-6.6,0.8,i,8.2,0.8,5.0,1.1,i,1.0,0.5,Cn1ccc(C(=O)Nc2sc3c(c2C#N)CCC3)n1
-6.0,-0.9,i,2.1,-2.1,0.8,-6.3,i,-0.7,1.1,COc1ccc(F)cc1C(=O)C1CCCN(C(=O)C2=C(C)OCCO2)C1 (stereo not drawn)
4.7,1.0,i,3.4,1.7,-0.2,0.2,i,-6.0,-2.5,CC(/C=N/N1CCN(c2ccccc2)CC1)=C\c1ccco1
-0.5,-1.2,i,2.0,3.9,-8.7,-5.0,i,-2.9,-2.1,CCN=c1sc(C(=O)NCCc2ccccc2)cc(=O)n1CC
-1.1,0.4,i,6.3,0.0,3.3,.,i,-7.8,-5.4,COc1ccc(OC)c(NC(=O)C2(C)CCN2C(=O)Cc2ccc(Cl)cc2Cl)c1 (stereo not drawn)
1.8,-0.3,i,-0.1,-0.7,-4.9,3.1,i,0.3,0.1,COC(=O)CN(c1ccc(C)cc1)S(=O)(=O)c1c(C)[nH]c(=O)[nH]c1=O
25.2,7.4,i,6.4,-8.2,-23.3,3.4,i,-5.2,-0.3,O=S(=O)(/C=C/c1ccccc1)N1CCN(c2nc(-c3cccnc3)nc3ccccc23)CC1
-6.4,-1.8,i,0.4,8.1,-13.1,-2.5,.,0.4,6.0,Cc1nc(/C=C\C(=O)O)c2cc(C)oc2n1
-6.5,-1.8,i,-1.8,-2.1,0.3,3.4,i,-3.0,-0.1,Cc1ccc(S(=O)(=O)c2nc(S(=O)(=O)c3ccc(C)cc3)c(N3CCN(CCO)CC3)s2)cc1
-5.2,1.0,i,3.2,0.0,-0.3,-4.2,i,0.5,-2.6,COC(=O)c1sc(N(C)C)c(C#N)c1-c1ccccc1
-5.8,-0.8,i,1.9,2.8,-1.5,-7.3,i,1.6,-1.6,Cc1cc(C)cc(NC(=O)CN2CCN(c3ccccn3)CC2)c1
-3.3,-1.1,i,-2.5,9.3,-4.4,-4.6,i,-0.9,-2.3,O=C(NCCSc1ccc(Cl)cc1)c1ccco1
11.5,-3.5,i,2.8,-0.6,-21.6,-0.8,i,6.0,-1.7,Cc1ccc(-c2nn(-c3cc(N4CCNCC4)ccc3[N+](=O)[O-])c(=O)c3ccccc23)cc1
-1.7,-0.7,i,0.7,3.1,1.3,-4.1,i,3.4,-0.8,Cn1cccc1Cc1nnc(SCC(=O)N2CCCC2)n1CCc1ccccc1
-2.2,0.7,i,-0.8,-0.8,-2.7,0.8,i,-1.5,-5.8,COc1cc(/C=N/N2CCN(Cc3ccc(Cl)cc3)CC2)ccc1OC(C)=O
-1.5,-1.7,i,-1.5,-2.3,1.6,1.5,i,5.0,-3.2,CC(NC(=O)C1CCCCC1)C(c1cccs1)N1CCOCC1 (stereo not drawn)
-3.0,0.9,i,1.9,-0.9,4.0,-10.6,i,0.3,-1.0,CCN(CC)CCn1c(SCC(=O)NCc2ccco2)nc2c(sc3ccccc32)c1=O
-12.0,-1.7,i,-3.4,-5.7,-3.0,-2.6,i,-6.0,-2.0,c1ccc(Nc2nc(N3CCCCC3)nc(N3CCNCC3)n2)cc1
-2.5,0.1,i,-1.7,0.9,-1.9,12.5,i,5.3,0.7,CCOC(=O)C1=CN(Cc2ccco2)S(=O)(=O)N(CC)C1c1ccccc1 (stereo not drawn)
8.8,1.9,i,1.0,1.5,-13.3,4.8,i,0.5,-1.7,S=c1[nH]nc(-c2n[nH]c3c2CCC3)n1/N=C/C=C/c1ccccc1
.,4.2,.,.,3.5,3.0,.,i,.,.,COC(=O)[C@@]12C[C@@H](CC(=O)NCc3cccc(C(F)(F)F)c3)C(=O)N(Cc3cccc4ccccc34)C1=CCC(C)(C)C2
-1.8,-0.5,i,-2.4,1.2,-0.3,7.3,i,-3.6,5.3,Cc1ccc(S(=O)(=O)/N=C(/c2ccccc2)N2CCOCC2)c(C)c1
1.7,-0.6,i,-3.2,-1.9,-3.1,6.4,i,0.4,0.7,COc1ccccc1N(C)S(=O)(=O)c1ccc(C(=O)N2CCC(C(N)=O)CC2)cc1
-5.8,-0.1,i,0.9,3.7,-3.0,-5.0,i,0.6,-1.0,CC(=O)c1ccc(OCc2cc(C(=O)N(C)C3CCOC3)no2)cc1 (stereo not drawn)
1.3,-0.5,i,0.5,3.2,1.6,0.8,i,1.6,3.0,COc1ccc(NC(=O)c2cncc(Br)c2)c(S(=O)(=O)N2CCOCC2)c1
-1.0,0.2,i,-6.6,0.2,-1.5,5.4,i,-3.9,-4.2,Cc1cc(C)cc(N2C(=O)CC(Sc3nnnn3-c3ccccc3)C2=O)c1 (stereo not drawn)
-2.2,0.3,i,-1.6,-1.8,-0.7,-1.8,i,-0.5,-0.3,COc1ccc(C(Nc2ccc(S(=O)(=O)N3CCOCC3)cc2)C(=O)NCCC(C)C)cc1OC (stereo not drawn)
-5.7,1.6,i,0.4,0.3,-0.6,4.1,i,-5.0,-2.5,CCCN(CC1CC1)C(=O)CSc1ncnc2sccc12
-3.1,0.9,i,-0.3,0.8,6.1,-1.4,i,1.9,-1.1,COc1cc(SC)ccc1C(=O)Nc1cc(C)ccn1
0.5,4.3,i,8.8,8.7,-5.3,-2.2,i,-0.6,-0.1,CN(C)c1ccc(C(=S)NCc2ccco2)cc1
-9.6,-0.9,i,-4.2,-1.6,-3.1,2.0,i,-1.2,-1.8,COc1ccc(NC(=S)Nc2ccccc2)c(OC)c1
-3.1,-1.7,i,0.2,3.4,2.6,-16.3,i,-0.5,-1.2,COc1ccccc1C(=O)Nc1ccc(S(=O)(=O)Nc2onc(C)c2C)cc1
0.9,0.6,i,-1.4,1.3,-0.4,-4.5,i,-2.7,-1.3,CC1CCN(c2c(NCC3CCC(C(=O)NCc4ccccc4)CC3)c(=O)c2=O)CC1 (stereo not drawn)
-3.0,1.0,i,0.5,-1.9,-23.6,-10.2,i,0.8,1.3,CC(=O)c1ccc(C(=O)NC2CCCN(Cc3ccc(Cl)cc3)C2)s1 (stereo not drawn)
-3.1,-2.0,i,-1.6,-1.2,2.3,.,i,1.0,-0.8,C[C@H]1CN([C@@H](C)CO)C(=O)CCCn2nncc2CO[C@@H]1CN(C)C(=O)Nc1ccc2c(c1)OCO2
1.2,-1.0,i,0.8,-5.0,-2.5,-5.7,i,-1.7,-2.4,Cc1cccc(-c2c3c(=O)n(C)c(=O)n(C)c3cn2-c2ccccc2O)c1
-9.3,-0.3,i,1.8,4.2,-0.7,0.1,i,0.3,-3.0,Cc1ccc(N(CC(=O)NCc2ccccc2)C(=O)CCC(=O)Nc2nccs2)cc1
-3.5,-0.3,i,2.8,6.2,2.7,-3.0,i,-1.7,-1.5,COc1cc2ncnc(NCc3ccc(C)o3)c2cc1OC
3.0,-0.5,i,-0.2,-1.0,0.1,-4.8,i,3.5,-2.2,CCOc1ccccc1NC(=O)CC1(CC(=O)N2CCOCC2)CCCC1

Reprinted at random: seven entries already listed.
NadD block,LMPTP block,Rpn11 block,STEP inh,CSN deneddyl inh,SUMO1-SIM PPI,Scp1 inh,Neddyl block,DNMT1 inh,Rin1-Abl PPI inh,Structure
-1.8,-0.5,i,-2.4,1.2,-0.3,7.3,i,-3.6,5.3,Cc1ccc(S(=O)(=O)/N=C(/c2ccccc2)N2CCOCC2)c(C)c1
-9.6,-0.9,i,-4.2,-1.6,-3.1,2.0,i,-1.2,-1.8,COc1ccc(NC(=S)Nc2ccccc2)c(OC)c1
-5.7,1.6,i,0.4,0.3,-0.6,4.1,i,-5.0,-2.5,CCCN(CC1CC1)C(=O)CSc1ncnc2sccc12
-3.0,0.9,i,1.9,-0.9,4.0,-10.6,i,0.3,-1.0,CCN(CC)CCn1c(SCC(=O)NCc2ccco2)nc2c(sc3ccccc32)c1=O
0.5,4.3,i,8.8,8.7,-5.3,-2.2,i,-0.6,-0.1,CN(C)c1ccc(C(=S)NCc2ccco2)cc1
-2.5,0.1,i,-1.7,0.9,-1.9,12.5,i,5.3,0.7,CCOC(=O)C1=CN(Cc2ccco2)S(=O)(=O)N(CC)C1c1ccccc1 (stereo not drawn)
-1.0,0.2,i,-6.6,0.2,-1.5,5.4,i,-3.9,-4.2,Cc1cc(C)cc(N2C(=O)CC(Sc3nnnn3-c3ccccc3)C2=O)c1 (stereo not drawn)

Screening results (PubChem)
